ssDAF12 agonist = S. stercoralis DAF-12 activation, primary screen. 370,000 compounds, 1% hits. activation, % at 6.8 µM. AID 652126. HEK293 ssDAF-12/GRIP1 lit1-tk-luc reporter, luminescence; % of 3 µM dafachronic acid response;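 active means activation above the mean over all tested compounds plus 3 SD, cut at about 0.9% in these data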;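 further: 0% = DMSO-only wells and 100% = 3 µM delta7-dafachronic acid wells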
PLC-beta3 inh = PLC-beta3 (human) inhibition, primary screen; Q01970; 370,000 compounds, 0.18% hits; Purified PLC-beta3, fluorogenic substrate, fluorescence; inhibition, % at 12.2 µM; AID 720704; in the data active means inhibition above about 11%;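 further: 0% = median of compound wells on plate and 100% = full blocker control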
Target sequence (Q01970 whole entry, looked up): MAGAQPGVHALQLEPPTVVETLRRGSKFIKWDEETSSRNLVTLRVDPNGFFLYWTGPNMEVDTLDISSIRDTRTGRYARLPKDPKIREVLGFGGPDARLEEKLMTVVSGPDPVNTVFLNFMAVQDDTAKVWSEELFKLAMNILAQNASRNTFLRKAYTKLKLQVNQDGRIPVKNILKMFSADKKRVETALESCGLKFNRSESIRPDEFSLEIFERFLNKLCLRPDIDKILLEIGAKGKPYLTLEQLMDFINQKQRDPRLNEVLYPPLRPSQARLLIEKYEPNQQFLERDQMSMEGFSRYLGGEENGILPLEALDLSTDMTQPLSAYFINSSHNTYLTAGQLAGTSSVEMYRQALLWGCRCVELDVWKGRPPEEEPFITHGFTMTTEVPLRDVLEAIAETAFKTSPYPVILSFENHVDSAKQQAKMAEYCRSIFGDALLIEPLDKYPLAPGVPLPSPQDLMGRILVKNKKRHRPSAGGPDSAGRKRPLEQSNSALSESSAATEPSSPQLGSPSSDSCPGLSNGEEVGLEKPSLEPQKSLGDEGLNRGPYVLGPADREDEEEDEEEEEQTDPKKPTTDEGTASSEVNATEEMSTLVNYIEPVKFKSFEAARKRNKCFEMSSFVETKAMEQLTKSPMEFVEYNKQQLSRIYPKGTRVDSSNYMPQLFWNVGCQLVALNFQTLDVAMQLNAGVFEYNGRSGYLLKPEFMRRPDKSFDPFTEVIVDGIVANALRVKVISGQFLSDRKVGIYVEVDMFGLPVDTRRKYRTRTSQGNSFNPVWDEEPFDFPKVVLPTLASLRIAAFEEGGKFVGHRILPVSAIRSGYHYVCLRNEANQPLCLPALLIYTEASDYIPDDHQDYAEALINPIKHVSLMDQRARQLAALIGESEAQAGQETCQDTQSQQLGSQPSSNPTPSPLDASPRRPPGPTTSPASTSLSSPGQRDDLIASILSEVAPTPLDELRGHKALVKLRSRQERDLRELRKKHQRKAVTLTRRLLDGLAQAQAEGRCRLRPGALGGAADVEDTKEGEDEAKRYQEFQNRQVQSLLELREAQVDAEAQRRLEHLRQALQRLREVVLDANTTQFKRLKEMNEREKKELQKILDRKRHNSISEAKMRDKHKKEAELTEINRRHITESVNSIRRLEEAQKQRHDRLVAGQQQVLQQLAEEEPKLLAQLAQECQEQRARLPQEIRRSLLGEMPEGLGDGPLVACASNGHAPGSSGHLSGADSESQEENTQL
DAX1 inh-1 = DAX1 (NR0B1) inhibition, primary screen. 370,000 compounds, 1.1% hits. HEK293T StAR-luciferase reporter, SF-1/DAX-1 repression relief. inhibition, % at 6.8 µM. AID 652010;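 active means inhibition above the mean over all tested compounds plus 3 SD, cut at about 3.6% in these data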;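 further: 0% = DAX-1 cells with DMSO and 100% = cells lacking DAX-1 with DMSO; higher inhibition means more luminescence from relief of DAX-1 repression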
HGIII-sPLA2 inh = Inhibits HGIII-sPLA2 liposome hydrolysis, primary screen; QFRET BODIPY PC-A2 liposome hydrolysis, fluorescence; 370,000 compounds, 0.56% hits; AID 743126; inhibition, % at 12.2 µM;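 active means inhibition above mean plus 3 SD of compounds lying within the high and low control bounds, cut at about 19% in these data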;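 further: 0% = median of test compound wells and 100% = no enzyme DMSO wells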
PG9 Ab binder = small molecules binding HIV-1 gp120 antibody PG9 | inhibition, % at 6.7 µM | 360,000 compounds, 0.43% hits | TR-FRET gp120-PG9 antibody binding; in the data active means inhibition above about 8.5%
hcDAF-12 act = activates DAF-12 receptor from parasite H. contortus; HEK293 hcDAF-12 lit1-tk-luc reporter, luminescence; 0% DMSO, 100% Δ7-dafachronic acid; activation, % at 6.8 µM; 370,000 compounds, 1.4% hits; AID 652067;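 active means activation above the mean of all tested compounds plus 3 SD, cut at about 5.5% in these data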;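 further: 100% = response to 3 µM Δ7-dafachronic acid high control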
hgDAF12 agonist = hgDAF-12 agonism, primary luciferase screen. HEK293 GAL4-hgDAF12 UAS-luciferase reporter, agonist luminescence; normalized to butyrate control. activation, % at 6.8 µM. 370,000 compounds, 1.8% hits;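 active means activation above a cutoff set at the mean of all screened compounds plus 3 SD, cut at about 10% in these data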;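 further: 0% = DMSO wells and 100% = sodium butyrate wells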
FXN GAA850 act = frataxin GAA850 promoter activation; HEK293 lucGAA850 FXN promoter luciferase reporter, 24 h; percent of 10 µM SAHA response; activation, % at 6 µM; 360,000 compounds, 0.56% hits; AID 540364;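 active means activation above the average of all compounds screened plus 3 SD, cutoff fixed separately per campaign, cut at about 7.5% in these data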;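 further: 0% = DMSO wells and 100% = 10 µM SAHA wells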
SMARCA2 act = activators of SMARCA2 function | activation, % at 9.1 µM | MG213 cells, MMTV-luciferase reporter, dexamethasone, overnight | 370,000 compounds, 1% hits; in the data active means activation above about 7.8%;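 further: 0% = vehicle wells and 100% = reference activator wells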
NR1D1 modulator = modulators of human Rev-erb alpha DNA binding; P20393; AID 1259318; Rev-erbα–FITC-DNA binding, fluorescence polarization, 90 min; 370,000 compounds, 0.79% hits; activity, % at 10 µM;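 active means activity above about 14%, limit read from the data; passing the limit was not always enough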;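 further: 0% = DMSO wells with 35 nM protein and 100% = DMSO wells with 750 nM protein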
DAX1 inh-2 = inhibitors of human orphan nuclear receptor DAX1 (NR0B1) | inhibition, % at 6.75 µM | HEK293 Gal4-DAX1 luciferase reporter, luminescence | 340,000 compounds, 0.99% hits | AID 504766 | P51843;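 active means inhibition above the mean over all tested compounds plus 3 SD, cut at about 4.2% in these data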;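 further: 0% = DAX1-transfected cells with DMSO and 100% = empty-vector control cells with DMSO; inhibition shows as a rise in luminescence from relieved DAX1 repression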
* = called active by the depositor; x = no result given.

SMILES	ssDAF12 agonist	PLC-beta3 inh	DAX1 inh-1	HGIII-sPLA2 inh	PG9 Ab binder	hcDAF-12 act	hgDAF12 agonist	FXN GAA850 act	SMARCA2 act	NR1D1 modulator	DAX1 inh-2
O=C1CCC(=O)N1c1nc2nc(-c3ccccc3)cc(=O)n2[nH]1	-0.6	-1	0.2	10	-1.1	1.1	-0.3	-1.1	-1	4	-1.6
CCc1nc(CN(C)C(=O)C2CCC(=O)N(CCc3cccc(F)c3)C2)no1 (stereo not given)	-0.3	-12	0.9	12	0.4	1.5	0.7	1.8	-3	-2	0.0
CC(OC(=O)c1cccs1)C(=O)NCc1ccco1 (stereo not given)	-0.3	2	-0.2	0	-2.5	0.5	-0.4	0.7	1	-7	-0.7
COC(=O)CC1=C(C(=O)OC)C(c2ccncc2)C(C#N)=C(N)O1 (stereo not given)	-0.8	-8	-0.4	3	-1.0	-2.1	-0.2	2.2	1	10	0.2
O=C(COc1ncnc2ccccc12)Nc1cc(S(=O)(=O)N2CCOCC2)ccc1Cl	-1.8	-9	0.5	7	-0.4	-0.2	-0.5	-1.1	-1	3	0.0
CCc1nc2ccc(C(=O)N(CC)CCN(C)C)cn2c1N(C)C(=O)C1CCCCC1	-0.9	0	1.6	9	2.3	-0.3	4.4	-0.4	-2	0	x
Cc1nnc(NC(=O)CSc2cn(Cc3ccccc3)c3ccccc23)s1	-0.8	-5	1.3	10	-60	0.0	-0.1	-0.3	-3	3	0.3
COc1ccc(NC(=O)COC(=O)c2ccc(-n3nc(C)cc3C)cc2)cc1OC	-0.8	-8	-0.2	4	0.8	-1.2	-0.5	-1.5	1	5	0.0
COc1ccc(C(CC(=O)O)NC(C)=O)cc1OC (stereo not given)	-1.3	0	-0.3	0	-2.0	0.2	0.8	1.7	1	5	-0.2
CC1=CC(C)(C)N(S(=O)(=O)c2ccc(C)cc2)c2ccccc21	-1.5	-4	-2.1	10	-1.7	-1.5	-4.4	-1.6	-4	0	-1.3
O=C(C[C@@H]1C[C@@H]2c3cc(NC(=O)c4ccc5c(c4)OCO5)ccc3O[C@@H]2[C@@H](CO)O1)NCc1cccnc1	-0.9	-4	-0.8	6	-3.8	-1.6	-3.3	x	-6	2	x
COc1ccc([N+](=O)[O-])c(OC)c1C(=O)NC(=O)Nc1c(F)cc(F)cc1F	-0.4	-5	-0.4	5	-3.1	-1.4	-1.4	0.0	-5	-4	0.7
O=C(COC(=O)c1cc(=O)[nH]c2ccccc12)c1ccccc1	-1.1	-103	-0.5	3	0.3	-0.9	0.1	1.8	-4	-4	-1.3
c1cc(C2OCCN2CC2COC3(CCCC3)O2)ccn1 (stereo not given)	-1.2	5	-0.5	2	0.0	-2.1	-1.6	-1.4	2	-5	0.5
COc1ccccc1CCN=C(N)NS(=O)(=O)c1ccc(C)c(C)c1	-1.3	-6	-1.6	-7	0.7	-1.2	-0.6	1.7	-2	-7	0.5
C=CCOc1ccc(Br)cc1/C=N/O	-1.5	1	0.4	-8	-1.1	0.4	2.0	-0.1	-3	-9	0.1
COCC(C)NC(=O)C1CC(c2cccc(Br)c2)=NO1 (stereo not given)	-1.0	0	0.3	-3	0.3	-2.7	1.4	0.0	1	-4	2.4
N#Cc1cn(Cc2ccccc2)c(=O)[nH]c1=O	-0.6	3	0.4	-2	-0.9	-0.2	2.7	0.7	-2	-2	0.7
CCOC(=O)N1CCN(C(=O)CSc2ccc(-c3ccccc3)nn2)CC1	-2.0	-6	-0.3	2	-0.3	0.3	-3.5	1.8	-3	-3	-0.4
NS(=O)(=O)c1ccc(CCNC(=O)C2CC(=O)N(Cc3ccccc3Cl)C2)cc1 (stereo not given)	-1.1	-8	-0.6	4	0.8	-0.1	-2.0	1.9	0	7	2.3
CCOc1cc(C2Nc3ccccc3NC3=C2C(=O)CC(C)(C)C3)ccc1OC(C)=O (stereo not given)	-0.6	-9	0.3	2	-1.4	-1.1	-0.4	-1.0	0	9	-1.6
COc1cccc(C(=O)NCCSc2c(C)[nH]c3ccccc23)c1OC	-1.2	-1	-0.8	-12	0.6	-0.9	-0.8	1.3	-3	8	-0.4
Cc1cc(C)n(-c2nnc(N3CCN(c4ccc(F)cc4)CC3)nn2)n1	-1.3	-4	-0.3	13	-1.6	2.6	6.4	1.8	-2	-3	-0.6
Cn1c(=O)c(C(=O)CSc2nnc(Nc3ccccc3)s2)c(N)n(Cc2ccccc2)c1=O	-1.2	2	-0.5	4	0.3	-1.4	1.9	0.5	2	5	-1.3
CC12CCC(=O)N1C(C(=O)Nc1nc3ccc(F)cc3s1)CS2 (stereo not given)	-0.9	-2	1.1	-3	0.4	-1.4	0.6	2.6	4	-5	0.6
CCC(C)(C)NC(=O)C(c1ccc(OC)cc1)N(C(=O)CCC(=O)Nc1cc(C)on1)c1ccccc1F (stereo not given)	-1.3	-1	0.1	2	-0.3	-0.4	-1.7	-0.3	1	3	2.1
CCOC(=O)c1c(/N=C/N(C)C)sc(C)c1C	-0.1	5	0.1	3	-3.9	-1.2	-1.0	2.5	5	-5	0.7
CCn1c(SCC(=O)NN=Cc2c[nH]c3ccccc23)nc2ccccc21	-0.7	-59	-3.9	-26	x	-0.1	0.8	x	-6	0	x
CC1=C(C(=O)Nc2ccccc2)C(c2ccco2)C(C#N)=C(SCC(N)=O)N1 (stereo not given)	-0.9	0	-0.6	1	-1.6	-1.5	0.2	-2.6	-2	-4	0.0
Cc1nc2c(C)cccn2c1/C(O)=C1\C(=O)C(=O)N(CCN2CCOCC2)C1c1ccncc1 (stereo not given)	-1.1	0	0.1	-2	-0.1	-1.6	-2.4	2.1	2	-3	-1.2
CCOC(=O)N1CCc2c(sc(NC(=O)c3ccc(S(=O)(=O)N4CCCC4)cc3)c2C#N)C1	-1.7	-85	-0.6	-26	1.1	-1.6	-1.5	-1.6	0	3	0.5
CC(NC(=O)c1cccnc1)C(c1cccs1)N1CCN(C)CC1 (stereo not given)	-1.5	0	0.7	0	-1.2	-0.8	-0.9	-0.3	1	2	0.0
CC(C)(C)C(=O)N1CCc2cc(-c3csc(N)n3)ccc21	-0.8	-6	1.4	1	-0.9	2.6	6.0	-4.6	1	-8	-3.2
O=C(Nc1cccc(OC(F)(F)F)c1)C1Cc2c(-c3ccc4c(c3)OCO4)ccnc2O1 (stereo not given)	-1.2	-10	0.7	-18	-0.8	0.8	1.5	0.5	-4	-3	x
COc1ccc(CCNC(=O)CSc2ccsc2[N+](=O)[O-])c(OC)c1	-1.8	3	0.4	-4	-0.7	-1.6	-3.8	0.2	3	-2	-0.7
N#Cc1ccc2ccn(CC(=O)NCc3ccccc3)c2c1	-1.5	-14	-0.4	1	-2.6	-0.4	-2.6	0.5	4	-2	1.4
Cc1ccc2nc3c(cc(C(=O)NCc4ccco4)c(=N)n3Cc3ccco3)c(=O)n2c1	-1.0	-322	-0.4	-2	-1.0	-0.8	3.1	2.3	0	-30	1.6
CC(C)CCn1c(=O)c2ccccc2n2c(=S)[nH]nc12	-0.6	-12	-0.6	17	0.7	-1.3	0.4	1.4	-2	14	-0.9
CN(C)c1cc2c(cc1NC(=O)c1ccccc1Cl)n(C)c(=O)n2C	-1.3	-10	-0.8	3	-2.9	-4.0	-5.3	4.1	0	-3	1.0
CSc1ccc(CN2CCC(C)(Oc3ccc(F)cc3)C2)cc1 (stereo not given)	-0.9	5	-0.3	-9	-1.3	1.4	1.1	0.1	-1	-2	x
N#Cc1cccc(CSc2ncnc(N)n2)c1	-1.3	-3	0.2	-5	-2.8	0.1	-1.0	0.1	2	3	1.1
O=C(Nc1ccc(Cl)cn1)c1cccc(S(=O)(=O)N2CCCC2)c1	-0.9	-2	-0.4	-1	-0.5	-2.2	-1.1	1.7	-2	1	0.6
Cc1c(C)c2ccc(OC(C)C(=O)NCCCn3ccnc3)c(C)c2oc1=O (stereo not given)	-0.8	-32	0.2	-4	-0.8	-0.7	-2.0	0.9	0	-3	1.0
CC(C)NC(=O)c1cc(-c2cccs2)on1	-0.6	0	1.7	-1	0.0	0.0	8.2	2.8	6	-3	0.8
CCOc1ccc2[nH]c(=O)c(CN(CCO)C(c3nnnn3C3CCCCC3)C(C)C)cc2c1 (stereo not given)	-0.7	-52	0.3	-2	-2.6	-1.1	-1.9	1.4	1	2	-0.7
CCOC(=O)c1[nH]c(C)c(C(=O)NC(C)(C)C)c1C	-1.6	0	-0.1	6	3.0	-0.4	1.4	-1.2	1	-1	-0.7
O=C(c1c[nH]c2ccccc12)C(O)C(c1ccccc1)N1CCOCC1 (stereo not given)	-1.0	2	-0.4	5	-1.7	0.0	0.8	-0.8	-1	1	0.8
Cc1ccc2nc(-c3ccc(NC(=O)c4cccnc4)cc3)oc2c1	-1.7	-26	1.8	-5	0.8	-0.1	2.2	3.6	-2	2	-0.2
c1cncc(C2OCC3(CO2)COC(c2cccnc2)OC3)c1 (stereo not given)	-0.8	2	0.8	-4	0.6	-1.0	-2.7	-2.5	-1	3	0.5
O=C(CC1CCCCC1)NCc1ccccn1	-0.7	5	0.1	-5	0.4	-1.3	1.2	1.6	1	1	1.6
COc1ccc(CN(C)C(=O)Cc2ccc(OC)c(S(=O)(=O)N3CCOCC3)c2)cc1	-0.3	-2	-1.1	-2	-1.8	-0.1	1.8	-0.4	-4	0	2.4
O=C(NCC1CCCO1)c1ccc(COc2ccc(Br)cc2)cc1 (stereo not given)	-1.9	-1	-1.8	-10	0.5	-3.0	-0.1	-0.9	-5	-1	-2.0

A second format for part of the listing above:
| compound | ssDAF12 agonist | PLC-beta3 inh | DAX1 inh-1 | HGIII-sPLA2 inh | PG9 Ab binder | hcDAF-12 act | hgDAF12 agonist | FXN GAA850 act | SMARCA2 act | NR1D1 modulator | DAX1 inh-2 |
| --- | --- | --- | --- | --- | --- | --- | --- | --- | --- | --- | --- |
| CCOc1ccc2[nH]c(=O)c(CN(CCO)C(c3nnnn3C3CCCCC3)C(C)C)cc2c1 (stereo not given) | -0.7 | -52 | 0.3 | -2 | -2.6 | -1.1 | -1.9 | 1.4 | 1 | 2 | -0.7 |
| CCOC(=O)c1[nH]c(C)c(C(=O)NC(C)(C)C)c1C | -1.6 | 0 | -0.1 | 6 | 3.0 | -0.4 | 1.4 | -1.2 | 1 | -1 | -0.7 |
| O=C(c1c[nH]c2ccccc12)C(O)C(c1ccccc1)N1CCOCC1 (stereo not given) | -1.0 | 2 | -0.4 | 5 | -1.7 | 0.0 | 0.8 | -0.8 | -1 | 1 | 0.8 |
| Cc1ccc2nc(-c3ccc(NC(=O)c4cccnc4)cc3)oc2c1 | -1.7 | -26 | 1.8 | -5 | 0.8 | -0.1 | 2.2 | 3.6 | -2 | 2 | -0.2 |
| c1cncc(C2OCC3(CO2)COC(c2cccnc2)OC3)c1 (stereo not given) | -0.8 | 2 | 0.8 | -4 | 0.6 | -1.0 | -2.7 | -2.5 | -1 | 3 | 0.5 |
| O=C(CC1CCCCC1)NCc1ccccn1 | -0.7 | 5 | 0.1 | -5 | 0.4 | -1.3 | 1.2 | 1.6 | 1 | 1 | 1.6 |
